# Bioassay records (PubChem BioAssay)
# AmpC inh det: AmpC beta-lactamase inhibition, detergent assay | purified AmpC, nitrocefin hydrolysis with detergent | Potency, µM (doses to about 28.7 µM), for inactives: at the highest dose activity change, negative = inhibition | 0.09% of 71,000 active; active = well fitted curve in the direction sought with a large enough effect
# Target sequence (P00811 whole entry, looked up): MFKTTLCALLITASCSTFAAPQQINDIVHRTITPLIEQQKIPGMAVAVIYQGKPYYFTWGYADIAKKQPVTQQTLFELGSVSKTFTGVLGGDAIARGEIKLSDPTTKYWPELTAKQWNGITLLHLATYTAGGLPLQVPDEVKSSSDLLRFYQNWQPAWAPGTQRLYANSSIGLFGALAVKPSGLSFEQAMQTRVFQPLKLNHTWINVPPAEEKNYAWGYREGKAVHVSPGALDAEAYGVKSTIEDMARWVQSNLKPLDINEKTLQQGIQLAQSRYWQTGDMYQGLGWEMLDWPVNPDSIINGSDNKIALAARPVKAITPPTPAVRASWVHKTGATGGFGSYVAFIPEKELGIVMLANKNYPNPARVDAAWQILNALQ
#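 E. coli AmpC (5.3 nM) in 20 mM phosphate pH 7.0 with 0.01% Triton X-100, preincubated 15 min RT with compound; nitrocefin (2 uL of 800 uM stock) hydrolysis followed by 480 nm absorbance every 20 s over 4 min.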
# The depositor's hits bear a star; & = joins results of further samples; [ ] = another dose, or the depositor's remark. % is scaled to controls: 0 for no effect and ±100 for the full control effect; potency is read from the fitted curve at half-maximal effect. These rows are one share of the data; the hit share may differ from the screen's.
SMILES,AmpC inh det
Cc1nc(NCc2ccccc2)c2nc(-c3ccccc3)n(C(C)CN(C)C)c2n1 (configuration not stated),15.5%
CCOC(=O)N1CCC(N2Cc3cccc(C(=O)NC(C)c4ccc5c(c4)OCCO5)c3C2=O)CC1 (configuration not stated),6.7%
O=C(CCN1CCCCCC1)Nc1cccc(Cl)c1,-3.8%
CC(=O)c1cc2c(cc1NC(=O)CCCC(=O)O)OCO2,11.4%
CCC(=O)OCCn1c(Br)nc2c1c(=O)[nH]c(=O)n2C,13.3%
O=S(=O)(c1ccc(SCCO)nc1)N1CCCC1,-2.1%
CCC(=O)N1CCN(c2nc(-c3ccccc3)c3c(c2C#N)CCCC3)CC1,-3.1%
CC(=O)N1CCC2(CC1)CC(=O)c1cc(OCC(=O)NCc3ccco3)ccc1O2,-1.3%
O=c1cc(CSc2ccc(Cl)cc2)nc(N2CCCCC2)[nH]1,8.3%
NC=O,9.1%
CS(=O)(=O)N(CC(=O)NCc1ccco1)c1ccc2c(c1)OCO2,-1.8%
Cc1nnc(NC(=O)CCCN2C(=O)c3ccccc3C2=O)s1,-1.1%
CC(C)C(=O)Nc1cccc(C(=O)Nc2nncs2)c1,-5.1%
CCNC(=O)CC1C(=O)N(c2ccccc2)C(=O)N1CCC(C)C (configuration not stated),-2.7%
c1ccc2c(c1)C(=Nn1cnnc1)c1ccccc1-2,-2.7%

# Reformatted field by field: part of the list above.
> NC=O
  AmpC inh det: 9.1%
> O=S(=O)(c1ccc(SCCO)nc1)N1CCCC1
  AmpC inh det: -2.1%
> O=C(CCN1CCCCCC1)Nc1cccc(Cl)c1
  AmpC inh det: -3.8%
> CCC(=O)N1CCN(c2nc(-c3ccccc3)c3c(c2C#N)CCCC3)CC1
  AmpC inh det: -3.1%

# (continued)
SMILES,AmpC inh det
c1ccc(C2CC(c3ccccc3)n3ncnc3N2)cc1 (configuration not stated),0.2%
CN(C)CCOC(=O)CCc1ccccc1,-1.2%
Cc1ccc(S(=O)(=O)N(C)Cc2nc(-c3ccc(Br)cc3)no2)cc1,11.3%
CCN(CC)CC(=O)Nc1ccc(-c2nc3cc(NC(=O)CN(CC)CC)ccc3o2)cc1,-2.0%
CC(=O)NC1C(=O)SC1(C)C (configuration not stated),-24.2%
CNc1ncncc1-c1ccccc1C,5.2%
O=C1c2[nH]nc(-c3ccccc3O)c2C(c2ccccc2F)N1Cc1ccco1 (configuration not stated),-0.3%
CCOC(=O)N1CCC(NC(=O)C2CCCN(S(=O)(=O)c3cccc4nsnc34)C2)CC1 (configuration not stated),-2.8%
CCNc1nc(NCc2ccccc2)nc(Oc2ccc(=O)[nH]n2)n1,-0.2%
CCCOc1ccc(/C(O)=C2/C(=O)C(=O)N(CCN(C)C)C2c2ccco2)cc1 (configuration not stated),7.4%
CC(C)(O)C(=O)O,4.0%
COc1ccc(OC)c(S(=O)(=O)N2c3ccccc3CC2C)c1 (configuration not stated),-1.5%
Oc1c(Br)cc(Br)cc1CN(Cc1cc(Br)cc(Br)c1O)C1CCCCC1,-2.9%[5.75 µM]
Cc1ccc(-n2c(C)cc(C)c(C#N)c2=O)cc1,-0.3%
O=C(CS(=O)(=O)c1c[nH]c2ccccc12)N1CCCCC1,-4.6%
CCn1c(C(=O)N2CCC(C(=O)NCc3cccs3)CC2)cc2sccc21,10.7%
CCCOC(=O)c1cc(=O)[nH]c2ccccc12,2.4%&-4.3%
CC(c1ccccc1)N1CC(C(=O)N2CCN(c3ccccc3)CC2)CC1=O (configuration not stated),7.2%
O=C(O)c1cccnc1SC1CC(=O)N(Cc2ccccc2)C1=O (configuration not stated),-5.0%
Cc1ccc(C(=O)CSc2nnc(-c3ccccc3N)n2C)cc1,-5.0%
CCCCOc1ccc(C(=O)CCNC(C(=O)O)C(C)CC)cc1 (configuration not stated),-5.7%
CCC(=Nc1ccc(Cc2ccncc2)cc1)c1c(O)n(C)c(=O)n(C)c1=O,-1.1%
COc1ccc(C(=O)Nc2ccc3c(c2)nc2n3CCSC2)cc1,9.4%
COc1ccccc1OCc1ccc(C(=O)n2nc(C)c(Cl)c2C)o1,-5.1%
CCCOc1ccc(C2c3c(oc4ccccc4c3=O)C(=O)N2CCCN2CCOCC2)cc1 (configuration not stated),-2.7%
O=C(Nc1ccc2c(c1)OCO2)C1CCN(C(=O)c2cccs2)CC1,-4.9%
CC(=O)N1CCc2cc(S(=O)(=O)NCCC(=O)N3CCc4ccccc4C3)ccc21,-1.5%
Cc1nnc2ccc(N3CCCC3)nn12,-2.1%
CCOC(=O)/C(C(N)=NC)=C(\O)c1ccccc1,-3.2%
COc1ccc(OC)c(-c2cc(C(=O)Nc3c(C)nn(Cc4ccccc4)c3C)no2)c1,-3.1%
CCCn1nc(-c2ccccc2)c2nc3ccccc3nc21,-2.0%
COc1ccc(OC)c(C2=NOC(C(=O)Nc3cc(C)nn3-c3ccccc3)C2)c1 (configuration not stated),11.2%
O=C(Nc1ccc2c(c1)OCO2)C(c1ccccc1)N1CCCCC1 (configuration not stated),-5.9%
O=C1Nc2ccccc2N=C(c2ccccc2)C1N1CCOCC1 (configuration not stated),12.1%
CCc1ccc2[nH]c(=O)c(CN(CCN(CC)CC)C(=O)NC3CCCCC3)cc2c1,1.0%
CCOc1cccc2cc(C(=O)N3CCc4ccccc4C3)c(=O)oc12,-0.6%
CN(CC(=O)Nc1ccncc1)S(=O)(=O)c1ccccc1,-5.6%
COc1ccc(C/C(N)=N/n2cnnc2)cc1,10.5%
CCOc1ccc(-c2[nH]nc3c2C(c2ccc(O)cc2)C(C#N)=C(N)O3)cc1 (configuration not stated),-2.9%
Cc1ccccc1C(=O)NC1CCN(Cc2nnnn2CCc2ccccc2)CC1,9.8%
COc1ccccc1Oc1coc2cc(O)ccc2c1=O,8.0%
COC(=O)c1ccc(NC(=O)CSc2nnc(COc3ccccc3)n2C)cc1,-4.9%
COc1cccc(NC(=O)c2oc3ccccc3c2NC(=O)C2CC2)c1,-1.8%
CCN(Cc1ccccc1)Cc1c(F)cccc1F,3.4%
CCC(=O)Nc1c2c(nn1-c1ccc(C)cc1C)CSC2,-2.2%
COCC(C)NC(=O)NC1(C(F)(F)F)Oc2ccc(Cl)cc2O1 (configuration not stated),-2.1%
COC(=O)c1ccc(C(NC(=O)OCc2ccccc2)/C(F)=C/[C@@H](C)C(=O)N[C@@H](CO)Cc2ccccc2)cc1 (some centres not stated),19.7%
O=c1c2c3c(sc2n2cnnc2n1CCc1ccccc1)CCCC3,-5.0%
CCc1nc2oc3cc(OC)ccc3c(=O)c2c(=O)n1Cc1ccco1,-4.0%
O=S(=O)(c1cccc2nsnc12)N1CCOCC1,7.5%
Cc1ccc(C(=O)CC2(O)C(=O)N(Cc3ccccc3)c3ccccc32)o1 (configuration not stated),14.7%
CCOC(=O)N1CCN(c2cc3nccnc3cc2F)CC1,-6.3%
CCC(=O)Nc1ccc(C(=O)n2nc(C)cc2C)cc1,-4.7%
O=S(=O)(c1ccc(OCc2nc3ccccc3s2)c(Cl)c1)N1CCOCC1,-0.9%
Cn1c(Nn2cnnc2)nc2ccccc21,-0.6%
COc1ccc(C(=O)Nc2ccc(Cl)cc2C(=O)NCc2ccco2)cc1OC,6.1%
COCCn1c(=O)c(-c2cccc(C#N)c2)nc2cnc(N(C)C)nc21,0.0%
COc1ccc2c(c1)CC1(CN2C)C(=O)NC(=O)N(c2ccc(F)cc2)C1=O (configuration not stated),-0.3%
CO[C@@H]1CC=C2CCN3CCC4=C(CC(=O)OC4)[C@]23C1,-0.7%
COc1ncnc2c1N=C1CC(C)(C)CC(N)=C1S2,-2.0%

# Next results follow:
SMILES,AmpC inh det
COCCCNC(=O)CCCOc1ccccc1,5.3%
Cn1c(=O)c(-c2ccc(F)cc2)nc2cnc(Nc3ccccc3)nc21,-1.1%
Cc1ccc(Cn2nnnc2CN2CCC(n3nnc4ccccc43)CC2)cc1,11.5%
NC1(C(=O)O)C[C@H](C(=O)O)[C@H](C(=O)O)C1 (some centres not stated),-0.3%
CCOc1ccc(-c2nnn(CC(=O)NCc3cccs3)n2)cc1,12.0%
CCOC(=O)CSC1=C(C#N)C(c2ccco2)C(C(=O)OCc2ccccc2)=C(C)N1 (configuration not stated),-5.6%
O=C1C=C(NCCO)C(=O)c2cnccc21,14.5%
CCCCCCNC(=O)CC(NS(=O)(=O)c1ccc(NC(C)=O)cc1)C(C)C (configuration not stated),-3.0%
CCCCC(NS(=O)(=O)c1ccc(OC)cc1)C(=O)O (configuration not stated),11.5%
CC(=O)Nc1nonc1-c1ccccc1,8.7%
CN(CC(=O)NC(=O)NCc1ccco1)Cc1nc2ccccc2c(=O)[nH]1,-0.9%
CCOC(=O)C1CCCN(C(=O)N2CCOCC2)C1 (configuration not stated),-2.5%
O=C(CN1CCN(c2ncccn2)CC1)N(Cc1ccccc1)c1ccc(F)cc1,-2.0%
N=C1C(c2ccccc2)=C(O)C2CCc3ccccc3N12 (configuration not stated),1.3%
COc1cccc(C(=O)N2CCCc3ccccc32)c1,-5.5%

# The closing 2 compounds of the section before come first, to join the parts.
SMILES,AmpC inh det
N=C1C(c2ccccc2)=C(O)C2CCc3ccccc3N12 (configuration not stated),1.3%
COc1cccc(C(=O)N2CCCc3ccccc32)c1,-5.5%
COCCn1c(=S)[nH]c2cc(C(=O)N3CCC(C(N)=O)(N4CCCCC4)CC3)ccc2c1=O,13.2%
CCOc1cc(C(=O)Nc2ccc3c(c2)OCO3)ccc1OC(F)F,5.3%
CCOC(=O)C1C(=O)NC(N2CCN(CC)CC2)=NC1c1ccccc1 (configuration not stated),1.4%
CC(=O)N1C(=O)C2(C(C#N)=C(N)Oc3c2c(C)nn3-c2ccccc2)c2ccccc21 (configuration not stated),-7.5%
O=C(Nc1nccs1)c1ccc(S(=O)(=O)NCC2CCCCC2)cc1,23.3%
CCc1nnc(NC(=O)c2cccc(S(=O)(=O)N3CCN(c4ccccc4)CC3)c2)s1,14.6%
O=C(Nc1ccccc1N1CCCC1)c1ccco1,-0.1%
COc1ccccc1-c1c(C)nn2c(C)c(C(C)=O)cnc12,-1.8%
CCCCc1ccc(NC(=O)CC(C)=O)cc1,3.3%
Cc1ccc2nc(NC3=NCN(Cc4ccccc4)CN3)nc(C)c2c1,0.2%
COc1ccc2c(c1)C1CC(C)(NC(=O)C1C(=O)c1ccccc1)O2 (configuration not stated),-1.0%
O=C(CCC1N=C2c3ccccc3N=C(SCc3ccc(F)cc3)N2C1=O)NCc1ccco1 (configuration not stated),0.1%
COc1ccc(OC)c(S(=O)(=O)N2CCC(C(=O)N3CCN(Cc4ccccc4)CC3)CC2)c1,-4.3%
COc1ccc(S(=O)(=O)CCC(=O)N2c3ccccc3CC2C)cc1 (configuration not stated),-1.6%
O=[N+]([O-])c1ccccc1CCO,9.7%
Cc1cccc(-n2c(SCC(N)=O)nnc2-c2ccccn2)c1C,-3.0%
Cc1cc(N2CCN(S(=O)(=O)c3ccc4c(c3)OCCO4)CC2)n2ncnc2n1,0.8%
COc1ccc(CNc2nc(SC)n[nH]2)cc1OC,11.2%
CCOC(=O)c1c2n(c3ccc(O)cc13)CCCCC2,-5.2%
Cc1cnc(NC(=O)CSc2nnc(-c3ccncc3)n2C2CCCCC2)s1,-0.9%
COc1ccccc1CN1CC2(CCN(C(=O)c3cccc(F)c3)CC2)C1,1.4%
Cc1ccc(S(=O)(=O)NCC(=O)N(CC(=O)NCc2ccco2)Cc2ccc3c(c2)OCO3)cc1,0.9%
CCOC(=O)c1c(NC(=O)C(F)(OC)C(F)(F)F)sc(C(=O)N2CCCCC2)c1C (configuration not stated),-3.0%
COc1ncc2nc(-c3ccccc3)c(=O)n(C[C@H]3CCCO3)c2n1,-2.6%
COc1ccc(C2C(=O)N(C3CCCCC3)CC(=O)N2Cc2ccc3c(c2)OCO3)cc1 (configuration not stated),2.1%
CC(C)CCn1cnc2c(cnn2-c2ccc(Cl)cc2)c1=O,12.2%
COc1ccc(-n2c(N)c(Br)c(=O)[nH]c2=O)cc1,-2.9%
Cc1nc2cnc(Oc3cccc(Cl)c3)nc2n(Cc2ccc(F)cc2)c1=O,-3.6%
COCCOC(=O)C1=C(C)N=C2SCCC(=O)N2C1c1ccc(C(=O)OC)cc1 (configuration not stated),-2.9%
COc1cc(CNc2nc3ccccc3[nH]2)cc(OC)c1OC,-5.7%
O=C(CSc1nnc(C2CCCCC2)o1)N1CCCCC1,7.7%
CN(C)c1ncc2nc(-c3ccc(F)cc3)c(=O)n(C3CC3)c2n1,-7.1%
CCCC(=O)N1CCN(c2ccc(NC(=O)c3cc4ccccc4o3)cc2Cl)CC1,-2.2%
COc1ccc(CCNC(=O)CSc2nc(N)c(C#N)c(-c3cccs3)c2C#N)cc1OC,1.0%
CCC(C)Nc1nc2c(c(=O)[nH]c(=O)n2C)n1CCC(C)C (configuration not stated),-5.0%
CCCCCCNC(=O)C(C#N)c1nc2ccccc2nc1N1CCOCC1 (configuration not stated),-1.7%
Cc1ccccc1OCCCC(=O)Nc1nccs1,10.4%
Nn1c(SCC(=O)NC(=O)NCc2ccccc2)nnc1C1CC1,-1.2%

# Fetched one by one from the list above:
SMILES,AmpC inh det
CCC(C)Nc1nc2c(c(=O)[nH]c(=O)n2C)n1CCC(C)C (configuration not stated),-5.0%
CCCCCCNC(=O)C(C#N)c1nc2ccccc2nc1N1CCOCC1 (configuration not stated),-1.7%
COc1ccc(CCNC(=O)CSc2nc(N)c(C#N)c(-c3cccs3)c2C#N)cc1OC,1.0%
CCCC(=O)N1CCN(c2ccc(NC(=O)c3cc4ccccc4o3)cc2Cl)CC1,-2.2%
O=C(CSc1nnc(C2CCCCC2)o1)N1CCCCC1,7.7%
Nn1c(SCC(=O)NC(=O)NCc2ccccc2)nnc1C1CC1,-1.2%
Cc1ccccc1OCCCC(=O)Nc1nccs1,10.4%
